# Bioassay records as filed in PubChem.
# GSH bead fluor: compound fluorescence on glutathione beads, profiling panel, artefact control, biophysical, 488/530 nm, flow cytometry | GSH beads flow cytometry, compound fluorescence 488/530 nm; hits give high values | fluorescence (KMESF) at 10 µM | 190,000 tested, 0.25% active; in the data active = fluorescence above about 89;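 also: glutathione beads carrying GST-tagged Bcl family fusion proteins plus one bare bead set; values are compound well signal with DMSO vehicle wells as background; inactives centre near 16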
# ABCG2 inh: ABCG2 efflux pump inhibitors, primary screen, multiplex with ABCB1, IgMXP3 cells, flow cytometry | 190,000 tested, 0.1% active | Broad substrate specificity ATP-binding cassette transporter ABCG2 (Homo sapiens), Q9UNQ0 | JC-1 efflux | inhibition, % at 6.6 µM;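 active = inhibition above 80%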;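 also: 0% = DMSO and 100% = nicardipine control wells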
# Target sequence (Q9UNQ0 whole entry, looked up): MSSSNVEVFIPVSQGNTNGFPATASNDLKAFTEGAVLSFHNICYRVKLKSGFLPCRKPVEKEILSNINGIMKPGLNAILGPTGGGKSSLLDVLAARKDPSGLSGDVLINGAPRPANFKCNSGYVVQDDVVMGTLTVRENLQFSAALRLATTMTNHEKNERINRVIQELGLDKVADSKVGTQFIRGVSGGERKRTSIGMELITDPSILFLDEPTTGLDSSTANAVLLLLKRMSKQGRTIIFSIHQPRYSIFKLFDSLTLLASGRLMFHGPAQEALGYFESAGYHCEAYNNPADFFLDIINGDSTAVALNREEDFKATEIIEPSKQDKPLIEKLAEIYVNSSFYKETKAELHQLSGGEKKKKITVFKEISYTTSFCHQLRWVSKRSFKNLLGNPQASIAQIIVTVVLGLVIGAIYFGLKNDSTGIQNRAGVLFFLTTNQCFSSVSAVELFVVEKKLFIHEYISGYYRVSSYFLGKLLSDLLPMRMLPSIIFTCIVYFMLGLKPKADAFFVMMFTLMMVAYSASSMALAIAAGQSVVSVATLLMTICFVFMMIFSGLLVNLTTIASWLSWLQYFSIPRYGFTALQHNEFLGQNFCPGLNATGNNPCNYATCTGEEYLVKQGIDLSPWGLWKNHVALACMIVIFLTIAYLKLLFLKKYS
#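 test system = two drug-resistant human cell lines, ABCG2 and ABCB1 | amount = 3 million cells/mL final, two lines in 1:1 ratio | reagent = JC-1 transporter substrate | doses = one concentration, 6.6 µM final | incubation = 10 min at 25 °C | signal = flow cytometric JC-1 green MFI at 530 nm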
# HRas wt GTP: modulators of GTP binding to HRas wildtype, primary screen, biochemical, bead-based flow cytometry, multiplex; GTPase HRas (Homo sapiens), P01112; GST-Ras wt beads, Bodipy-FL-GTP binding; actives lie on both sides; GTP binding activity, % at 10 µM; 190,000 tested, 0.14% active;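 active = GTP binding activity at least 20% away from the 100% baseline, either lowered as inhibitor or raised as activator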;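 also: 0% = unlabeled GTP competition control and 100% = no-compound control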
# Target sequence (P01112 whole entry, looked up): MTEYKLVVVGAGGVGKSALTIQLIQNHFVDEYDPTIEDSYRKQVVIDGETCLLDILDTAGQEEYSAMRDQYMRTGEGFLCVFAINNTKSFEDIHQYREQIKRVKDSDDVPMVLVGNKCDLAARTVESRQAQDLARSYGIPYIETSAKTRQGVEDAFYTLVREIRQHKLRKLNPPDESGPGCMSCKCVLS
# Rac1 wt modul: wildtype Rac1 GTP binding modulators, primary screen, biochemical, GST-Rac1 beads, flow cytometry, multiplex; GTP binding activity (% of control), % at 10 µM; fluorescent GTP binding; actives lie on both sides; 0 = cold GTP competed, 100 = untreated; 190,000 tested, 0.27% active; Ras-related C3 botulinum toxin substrate 1 (Homo sapiens), P63000; AID 757, 2007;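 active = GTP binding activity at least 20 points away from the 100% control level, either lower or higher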
# Cdc42 wt GTP: modulators of GTP binding to wildtype Cdc42, primary screen, biochemical, multiplex bead flow cytometry, Bodipy-GTP; GST-Cdc42 beads; actives lie on both sides; percent activity (GTP binding), % at 10 µM; 190,000 tested, 0.2% active;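 active = percent activity GTP binding at least 20 points away from the 100% baseline, either down as inhibitor or up as activator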;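 also: median bead fluorescence of bound Bodipy-FL-GTP at 100 nM; 0% = excess unlabeled GTP control and 100% = no compound control; below 100% means less GTP binding so inhibitor and above means activator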
# Target sequence (P60953 whole entry, looked up): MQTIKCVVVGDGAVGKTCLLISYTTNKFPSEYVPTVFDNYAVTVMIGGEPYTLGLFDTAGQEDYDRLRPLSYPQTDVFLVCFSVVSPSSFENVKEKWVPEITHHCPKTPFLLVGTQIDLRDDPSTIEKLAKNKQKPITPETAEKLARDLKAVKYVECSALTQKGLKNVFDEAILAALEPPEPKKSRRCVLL
# Rac1 mut GTP: GTP binding modulators of activated mutant Rac1, primary screen, biochemical, bead-based flow cytometry, multiplex, fluorescent GTP; Ras-related C3 botulinum toxin substrate 1 (Homo sapiens), P63000; GST-Rac1 activated beads; actives lie on both sides; 100% means binding = to untreated wells; percent activity (GTP binding), % at 10 µM; 190,000 tested, 0.11% active; AID 764, 2007;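 active = GTP binding at least 20 percentage points away from the 100% baseline, in either direction, so actives lie on both sides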
# Rab2 wt GTP: modulators of GTP binding to Rab2A wildtype, primary screen, biochemical, dog, bead-based flow cytometry, multiplex. Ras-related protein Rab-2A (Canis lupus familiaris), P61105. GST-Rab2 wt beads, Bodipy-GTP binding. GTP binding activity, % at 10 µM. 190,000 tested, 0.19% active;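 active = GTP binding activity at least 20 points away from 100%, either lowered or raised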;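 also: 0% = beads with excess unlabeled GTP and 100% = no-compound control corrected for plate trend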
# Avidin fluor: green autofluorescence of compounds with avidin beads – biophysical, 488/530 nm, flow cytometry, artefact control, profiling panel; fluorescence (KMESF) at 10 µM; 220,000 tested, 0.38% active; compound fluorescence 488/530 nm; hits give high values; AID 1775, 2009; in the data active = fluorescence above about 47; also: inactives centre near 10
# ABCB1 block: ABCB1 efflux pump inhibitors, primary screen, cell-based, multiplex, flow cytometry, ABCG2 counter-screen | inhibition, % at 6.6 µM | 190,000 tested, 0.067% active | ATP-dependent translocase ABCB1 (Homo sapiens), P08183 | CCRF-Adr cells, JC-1 efflux; in the data active = inhibition above about 40%;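 also: 0% = vehicle and 100% = reference inhibitor; higher value means more JC-1 retained so stronger ABCB1 efflux block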
# Pf gamet viab: late stage P. falciparum gametocyte viability inhibitors, primary screen, ATP luminescence, HTS | inhibition, % at 10.9 µM | P. falciparum stage V gametocytes, 24 h | 150,000 tested, 0.065% active;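 active = inhibition above the mean plus 3 SD of compounds within the control limits, set per campaign, cut at about 38% in these data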;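 also: 0% = DMSO wells and 100% = medium only without gametocytes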
# Rab7 wt GTP bind: modulators of GTP binding to Rab7, primary screen, biochemical, wildtype, multiplex bead flow cytometry. 190,000 tested, 0.055% active. GST-Rab7 beads, fluorescent GTP binding; actives lie on both sides; untreated = 100%, excess cold GTP = 0%. AID 758, 2007. GTP binding activity (percent of control), % at 10 µM;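 active = fluorescent GTP binding to Rab7 beads changed by at least 20 points from the 100% baseline, either direction, mostly lower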;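 also: median green fluorescence of bound Bodipy-FL-GTP per Rab7 bead population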
# An asterisk follows results filed as active; · = no result given. Compounds were not picked by outcome. About 1.1% of those tested had a hit in this group.
# Below each SMILES – GSH bead fluor	ABCG2 inh	HRas wt GTP	Rac1 wt modul	Cdc42 wt GTP	Rac1 mut GTP	Rab2 wt GTP	Avidin fluor	ABCB1 block	Pf gamet viab	Rab7 wt GTP bind
> Cn1nc(-c2ccccc2)c(-c2nc(-c3ccc(Cl)cc3)no2)c1Cl
 : 12	7	102	106	105	99	100	10	0.8	·	100
> O=C(NCc1ccco1)c1ccc2c(=O)n(CC3CCCO3)c(=S)[nH]c2c1 (stereo not drawn)
 : 14	0	103	107	103	102	102	22	0.0	-12	105
> Cc1nc2ccccc2c(=O)n1NC(=O)Nc1ccccc1
 : 9	1	103	110	105	102	101	7	0.2	·	102
> COc1ccc(C(=O)CN2C3=NCCCN3c3ccccc32)cc1OC
 : 19	1	102	108	103	101	100	5	-0.2	10	102
> CCOc1cc(C)c(Cl)cc1S(=O)(=O)N(CC)CC
 : 13	1	97	96	98	95	94	29	0.2	-36	91
> O=C(NCC1CCCO1)c1cc([N+](=O)[O-])ccc1Cl (stereo not drawn)
 : 14	1	103	102	101	97	102	14	0.2	-11	100
> CN(CC(=O)NCC1CCCO1)S(=O)(=O)c1cc(Cl)ccc1Cl (stereo not drawn)
 : 7	2	101	105	102	99	100	10	0.6	13	99
> O=C(/C(Br)=C/Nc1cc(Cl)ccc1Cl)C(F)(F)F
 : 9	4	98	100	98	99	97	4	0.6	2	103
> CCc1cc(C(=O)N2CCCC(CNS(=O)(=O)c3cccs3)C2)n(C)n1 (stereo not drawn)
 : 16	1	95	97	95	95	95	10	0.3	·	96
> O=C(O)c1ccc(NS(=O)(=O)c2ccc3nnn(O)c3c2)cc1
 : 11	4	100	105	102	98	100	11	1.3	·	99
> CCCCC(=O)Nc1cccc2c1C(=O)N(c1ccccc1)C2=O
 : 22	2	97	100	99	97	98	24	0.7	·	97
> CC(C(=O)N1CCOCCOCCOCC1)N1C(=O)c2ccccc2C1=O (stereo not drawn)
 : 18	14	101	102	98	95	102	9	0.2	-4	109
> CC(C)c1cc(NCC2CCCO2)n2c(nc3ccccc32)c1C#N (stereo not drawn)
 : 35	5	98	100	98	98	96	10	4.7	·	96
> COC1(OC)C(/C=C/c2ccc(Cl)cc2)C(C#N)(C#N)C1(OC)OC (stereo not drawn)
 : 28	0	101	105	101	99	103	19	2.2	·	103
> O=C(CN1CCN(C(=O)c2cccs2)CC1)NC1CCCCC1
 : 13	0	105	119	110	103	106	9	0.4	2	105
> Cc1ccc(NC(=O)Cn2nc(C(F)(F)F)c3c2CCC3)cc1
 : 34	6	99	99	99	99	98	9	0.7	·	98
> COCCCN1C(=O)C(=O)/C(=C(/O)c2ccc(OC(C)C)cc2)C1c1cccnc1 (stereo not drawn)
 : 20	-3	96	103	98	96	99	16	-0.4	·	94
> CCCCNC(=O)C1CC(c2c(Cl)cccc2Cl)=NO1 (stereo not drawn)
 : 22	0	100	102	101	100	99	26	0.2	6	97
> C=CCOc1ccc(Cl)cc1C(=O)O
 : 29	0	103	108	104	99	102	15	0.1	·	104
> Cn1c(CNc2cccc(C(F)(F)F)c2)n[nH]c1=S
 : 12	3	95	95	96	95	95	11	0.5	-1	96
> O=[N+]([O-])c1ccc(Cl)cc1N1CCCCC1
 : 17	4	99	98	96	94	95	10	1.0	-11	96
> COc1ccc(N(CC(=O)Nc2cccc(SC)c2)S(C)(=O)=O)cc1Cl
 : 19	0	104	102	105	101	105	7	0.3	·	99
> C=CCn1c(CC(=O)OC)csc1=Nc1ccc(C(C)=O)cc1
 : 58	3	99	105	99	95	96	6	0.6	-13	99
> NCC(=O)NCC(=O)OCc1ccccc1
 : 13	1	96	98	100	95	97	21	1.0	29	84
> COc1cccc(/C=N/Nc2nnc(C)n2N)c1OCc1ccccc1Cl
 : 11	0	101	104	101	98	102	9	-0.1	7	102
> COc1ccc(-n2c(C)cc(-c3cn4cccc(C)c4n3)c2C)cc1
 : 16	1	95	101	96	96	96	8	0.5	·	96
> C#CCSc1nccc(-c2nn(-c3ccc(C)cc3)ccc2=O)n1
 : 53	11	100	101	102	98	99	12	1.2	12	99
> CSc1nc(C)c2c(n1)N(c1cccc(C)c1)CC2
 : 17	11	98	99	100	99	98	8	1.2	·	94
> Cc1cn2c(nc1=O)OC1C(O)C(COC(=O)c3ccccc3)OC12 (stereo not drawn)
 : 16	1	103	107	104	103	102	7	0.2	·	104
> Cc1nc([N+](=O)[O-])c(Sc2nc3ccc([N+](=O)[O-])cc3[nH]2)n1Cc1ccccc1
 : 6	4	97	97	97	93	96	2	0.4	15	102
> COC(=O)c1ccc(CSc2nc3c(c(=O)n2-c2ccc(F)cc2)SCC3)o1
 : 31	13	98	98	96	98	97	8	4.7	·	98
> NS(=O)(=O)c1ccc(CCNC(=O)Cc2c[nH]c3ccccc23)cc1
 : 10	8	100	102	102	99	101	3	1.1	14	104
> Cc1cccc(/N=C/c2c(O)ccc3oc4c(c23)CCCC4)n1
 : 12	24	100	101	100	99	96	4	1.2	·	97
> Cc1cc(Br)ccc1OCC(=O)NNC(=O)c1ccc(NC(=O)C2CC2)cc1
 : 27	1	100	103	100	98	96	5	0.1	9	98
> Cc1cccc(-n2cnc3cc([N+](=O)[O-])ccc32)c1
 : 9	19	99	99	97	98	96	2	1.3	-21	101
> NC(=O)c1ccccc1NS(=O)(=O)c1cccs1
 : 38	1	99	98	100	93	97	14	0.5	·	99
> CCOC(=O)N1CCC(NC(=O)c2cc3c(=O)[nH]c4ccccc4c3n2C)CC1
 : 10	3	97	101	99	99	97	6	2.7	0	98
> O=C(Nc1cccc(C(=O)N2CCCC2)c1)c1ccccc1Cl
 : 15	3	103	107	105	103	105	10	0.5	·	104
> CCC(C)N(C)C1CCN(C(=S)Nc2cccc(OC)c2)CC1 (stereo not drawn)
 : 12	-5	94	97	94	93	93	10	0.0	16	95
> COCc1cc(N2CCN(c3ccccc3F)CC2)nc(-c2ccccc2)n1
 : 10	5	100	101	99	97	99	10	1.9	·	97
> CC(=O)OC1COC(n2ccc3cc([N+](=O)[O-])ccc32)C(OC(C)=O)C1OC(C)=O (stereo not drawn)
 : 22	1	102	105	104	98	99	22	0.2	·	96
> O=C(NNC(=O)c1cc(-c2ccccc2)nn1-c1ccccc1)c1ccccc1
 : 9	4	102	106	103	99	102	4	-1.2	·	103
> CSc1nc2nc3c(cn2n1)C(=O)CC(c1ccccc1)C3 (stereo not drawn)
 : 11	5	105	113	108	102	106	9	0.9	·	107
> O=C(NCCc1ccccc1)c1c(F)cccc1F
 : 11	1	96	100	98	96	97	11	0.1	-20	98
> CC(C)CCOC(=O)C[N+](C)(C)CCOC1CC2CCC1(C)C2(C)C (stereo not drawn)
 : 23	3	95	96	90	91	96	9	0.1	12	98
> CCN(CC)S(=O)(=O)c1cccc(-c2nnc(SCc3nc4ccccc4s3)o2)c1
 : 18	10	97	96	97	97	95	10	1.4	-1	99
> COC(=O)C(C)Oc1ccc2c3c(c(=O)oc2c1)CCCCC3 (stereo not drawn)
 : 13	2	95	97	97	93	93	33	0.5	-29	93
> O=C(N/N=C/c1c(O)n(-c2ccc(Cl)cn2)c(=O)c2ccccc12)C1CC1
 : 15	1	99	102	101	99	99	6	-0.1	4	100
> Cc1ccc(C)c(NC(=O)C2Cc3ccccc3CN2C(=O)OCc2ccccc2)c1 (stereo not drawn)
 : 62	4	98	99	99	97	98	2	3.7	·	98
> COc1ccc(Cc2nc3ccccc3n2CC(=O)N/N=C/c2ccc(C)cc2O)cc1OC
 : ·	2	103	107	107	104	105	11	0.7	-10	101

# Other entries:
# Below each SMILES – GSH bead fluor	ABCG2 inh	HRas wt GTP	Rac1 wt modul	Cdc42 wt GTP	Rac1 mut GTP	Rab2 wt GTP	Avidin fluor	ABCB1 block	Pf gamet viab	Rab7 wt GTP bind
> CCOc1ccc2nc(NC(=O)Nc3ccccc3)sc2c1
 : 27	7	100	107	101	100	100	7	-4.5	·	98
> CCOc1ccc(C(=O)N2CCCC2C(=O)O)cc1 (stereo not drawn)
 : 10	1	100	97	98	97	97	11	0.3	·	96
> CC(NC(=O)COc1ccc(N(C)S(=O)(=O)c2ccccc2)cc1)c1ccccc1 (stereo not drawn)
 : 15	6	95	97	94	93	97	10	0.8	·	97
> COc1ccc(N2CCN(CC(=O)NC(=O)NC(C)(C)C)CC2)cc1
 : 11	3	97	95	97	96	97	24	0.4	12	98
> Cc1csc(NC(=O)c2ccc(-c3ccc(Cl)cc3Cl)o2)n1
 : 9	7	101	102	103	100	101	24	-9.2	-2	96
> CCCCNC(=O)c1ccc2c(c1)N(CC)C(=O)CS2
 : 31	38	101	110	105	98	100	13	1.2	-4	103
> CC(CC1C(C#N)=C(N)OC2=C1C(=O)CCC2)c1ccccc1 (stereo not drawn)
 : 17	-1	98	100	99	98	100	10	-0.3	·	94
> Cc1cc(C(=O)NN=C2C3CC4CC(C3)CC2C4)c2ccccc2n1
 : 17	10	106	105	108	101	104	10	1.9	·	99
> COc1ccc(/C=C/C(=O)Nc2nc(C)c(C(=O)N(C)C)s2)cc1
 : 8	8	99	102	101	98	99	3	1.9	10	102
> CCCOc1ccc(/C=C/C(=O)O)cc1OC
 : 14	2	98	95	98	93	98	8	-0.9	-12	108
> COCCCN1Cc2cccc(C(=O)O)c2C1=O
 : 22	1	105	111	105	102	104	8	0.1	·	102
> CCN(CC)CCNc1nc(-c2ccccc2)nnc1C(F)(F)F
 : 33	1	98	96	99	95	97	13	0.3	·	95
> Cc1ccc2c(c1)nnn2C1CCN(S(C)(=O)=O)CC1
 : 54	2	96	93	98	95	95	11	0.1	·	96
> Cc1ccc(NC(=O)COC(=O)C2=COCCO2)c([N+](=O)[O-])c1
 : 12	2	96	101	98	96	98	8	0.0	·	105
> Cc1cc(=O)oc(C)c1C(=O)NCCC(C)C
 : 24	10	99	102	101	96	101	11	-0.4	·	104
> CCC(C)(C)n1nnnc1C(c1ccncc1)N1CCC(Cc2ccccc2)CC1 (stereo not drawn)
 : 54	3	96	93	96	93	93	7	1.2	-29	98
> COc1ccccc1OCC(=O)NCCNC(=O)COc1ccccc1OC
 : 12	4	105	109	108	104	106	11	0.6	·	106
